# From PubChem
# Scp-1 inhibitor – Scp-1 phosphatase inhibitors, primary screen, biochemical, colorimetric, uHTS | Recombinant Scp1, phosphopeptide, malachite green phosphate absorbance | inhibition, % at 20 µM | 340,000 tested, 0.88% active;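 active means inhibition above about 50% at 20 µM, limit read from the data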;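 further: plate controls were DMSO wells with enzyme for no effect and wells lacking enzyme for full effect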
# Target sequence (Q9GZU7 76-261 limits assumed): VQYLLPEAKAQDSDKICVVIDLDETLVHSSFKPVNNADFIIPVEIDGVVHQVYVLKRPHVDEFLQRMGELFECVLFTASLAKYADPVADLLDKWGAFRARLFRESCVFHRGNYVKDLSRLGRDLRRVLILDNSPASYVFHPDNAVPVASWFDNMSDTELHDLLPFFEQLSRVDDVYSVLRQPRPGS
#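 Times: enzyme reaction 45 min at room temperature, colour 5 min, stabilisation 30 min. Material: SCP-1 catalytic fragment, aa 76-261. Medium: Acidic Tris acetate buffer with magnesium and detergent. Signal: colorimetric free-phosphate detection, absorbance 630 nm. Read-out basis: % inhibition of SCP-1 phosphate liberation. Reagent: Phosphorylated 17-residue peptide substrate.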
# LMPTP block – LMPTP phosphatase inhibitors, primary screen, biochemical, fluorescence intensity, uHTS; recombinant LMPTP-A, OMFP fluorogenic substrate; inhibition, % at 20 µM; 360,000 tested, 0.22% active; AID 651560, 2012;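 active means compounds that cut the enzyme signal by at least half of the control window in the single-dose screen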;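 further: plate controls were DMSO wells with enzyme plus substrate for no effect and substrate without enzyme for full effect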
# Target sequence (P24666 whole entry, looked up): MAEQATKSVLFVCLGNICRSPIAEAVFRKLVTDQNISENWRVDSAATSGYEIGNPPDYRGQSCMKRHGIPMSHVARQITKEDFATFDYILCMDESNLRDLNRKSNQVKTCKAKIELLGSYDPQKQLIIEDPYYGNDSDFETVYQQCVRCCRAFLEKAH
#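 Buffer or medium: Bis-Tris pH 6.0, DTT, detergent; Assay system: LMPTP-A enzyme; Quantity: 0.625 nM enzyme; Detection: endpoint fluorescence intensity; Times: 50 min dark incubation at room temperature; Controls: substrate-only low control, DMSO enzyme-plus-substrate high control; Doses: single 20 µM dose; Read-out: percent inhibition versus substrate-only and uninhibited controls; Reagent: 400 µM OMFP.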
# TbMetRS inhib – T. brucei MetRS inhibitors, primary screen, biochemical, luminescence. purified T. brucei MetRS, ATP depletion, Kinase-Glo luminescence. inhibition, % at 11.9 µM. 360,000 tested, 0.4% active. AID 624268, 2012;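 active means inhibition above a per-plate cutoff of the control wells' mean inhibition plus 3 SD, cut at about 5.5% in these data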;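 further: 0% = DMSO wells median and 100% = median of wells with control inhibitor compound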
#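 assay system = parasite MetRS enzyme | timing = 15 min preincubation, 2 h reaction, all 25 °C | evaluation = percent inhibition relative to median high and low control wells | medium = HEPES buffer containing pyrophosphatase, BSA, spermine, DTT | compound = single dose, 11.9 µM final nominal, 0.9% final DMSO | detection = Kinase-Glo luminescence, ATP depletion format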
# SUMO1-SIM PPI – modulators of SUMO1 protein-protein interactions, primary screen, biochemical, uHTS; 360,000 tested, 0.33% active; AID 602429, 2012; inhibition, % at 20 µM; SUMO1 binding to a labelled peptide, TR-FRET, 1 h; in the data active means inhibition above about 37%
# Target sequence (P63165 whole entry, looked up): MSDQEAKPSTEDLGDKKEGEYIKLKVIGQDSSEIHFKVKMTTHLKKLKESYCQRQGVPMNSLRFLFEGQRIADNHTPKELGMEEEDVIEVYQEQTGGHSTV
# SKN-1 block – suppressors of acrylamide-induced Pgst-4::GFP reporter in worms, primary screen, SKN-1 inhibitor project, whole organism, uHTS, GFP/RFP fluorescence ratio, strain VP596; C. elegans VP596 Pgst-4::GFP/RFP ratio, 24 h; inhibition, % at 21.8 µM; 360,000 tested, 0.49% active;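 active means interference check ratio from 0.5 to 1.5 plus GFP to RFP signal ratio inhibition reaching or exceeding a fixed threshold, cut at about 30% in these data, passing the limit was not always enough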; further: some compounds called inactive have numbers as strong as hits
# NadD inh – inhibitors of S. aureus NadD, primary screen, biochemical, colorimetric, uHTS; Nicotinate-nucleotide adenylyltransferase NadD (Staphylococcus aureus N315); purified NadD enzyme, colorimetric absorbance read-out; inhibition, % at 20 µM; 360,000 tested, 0.78% active; AID 602399, 2012; in the data active means inhibition above about 26%; further: some compounds past the cut are filed as inactive
# DNMT1 block – human DNMT1 methyltransferase inhibitors, primary screen, biochemical, molecular beacon, fluorescence, HinP1I cleavage, uHTS; inhibition (reported as % activation of signal), % at 10 µM; 360,000 tested, 0.83% active; in the data active means inhibition above about 50%
# Neddylation inh – inhibitors of cullin neddylation, primary screen, biochemical, TR-FRET, uHTS, NAE and Ubc12 | NEDD8-conjugating enzyme Ubc12 (Homo sapiens) + NEDD8-activating enzyme E1 regulatory … | calls only at 25 µM | 360,000 tested, 0.58% active; in the data active means inhibition above about 36%
# STEP inh – STEP phosphatase inhibitors, primary screen, biochemical, fluorescence intensity, uHTS. Tyrosine-protein phosphatase non-receptor type 5 (Homo sapiens), P54829. recombinant STEP, OMFP fluorogenic substrate. inhibition, % at 20 µM. 360,000 tested, 0.25% active. AID 588621, 2011;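 active means inhibition at 20 µM, scaled per plate between control wells, above about 37%, limit read from the data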;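 further: 0% = DMSO with enzyme and substrate and 100% = substrate only without enzyme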
# Target sequence (P54829 whole entry, looked up): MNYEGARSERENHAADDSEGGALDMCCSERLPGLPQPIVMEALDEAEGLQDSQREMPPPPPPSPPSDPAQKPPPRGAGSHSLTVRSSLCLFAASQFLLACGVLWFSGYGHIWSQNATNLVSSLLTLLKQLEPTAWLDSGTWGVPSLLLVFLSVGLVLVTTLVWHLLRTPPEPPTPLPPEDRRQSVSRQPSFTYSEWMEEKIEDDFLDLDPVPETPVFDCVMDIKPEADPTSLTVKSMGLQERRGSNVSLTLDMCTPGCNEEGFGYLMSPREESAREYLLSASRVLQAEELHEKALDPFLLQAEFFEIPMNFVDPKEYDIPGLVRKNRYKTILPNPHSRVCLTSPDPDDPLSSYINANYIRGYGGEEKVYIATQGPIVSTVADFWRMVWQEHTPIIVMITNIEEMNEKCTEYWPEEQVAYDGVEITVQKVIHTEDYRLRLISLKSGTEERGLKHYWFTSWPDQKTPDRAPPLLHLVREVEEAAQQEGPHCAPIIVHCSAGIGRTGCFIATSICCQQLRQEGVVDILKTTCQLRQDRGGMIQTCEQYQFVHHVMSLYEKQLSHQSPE
#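 Test system: STEP tyrosine phosphatase / Reagent: OMFP at 25 µM / Doses: 20 µM, 1% DMSO / Read-out: percent inhibition scaled to no-enzyme and uninhibited-enzyme controls, plate-pattern corrected / Detection: FITC-channel fluorescence of OMFP product / Medium: Bis-Tris buffer pH 6.0, 2.5 mM DTT, 0.005% Tween 20 / Schedule: 20 min at room temperature, dark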
# NRP1-CendR mod – modulators of CendR peptide binding to NRP-1, primary screen, biochemical, fluorescence polarization, uHTS | 360,000 tested, 0.85% active | AID 602438, 2012 | FAM-RPARPAR peptide binding to NRP-1 | Neuropilin-1 (Homo sapiens), O14786 | inhibition, % at 25 µM;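 active means inhibition or corrected inhibition above about 18%, plus a signal ratio from 0.5 to 1.5, limit read from the data, passing the limit was not always enough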; further: strong numbers were not always called active
# * = called active by the depositor; i = inactive; / = no result given.
# Start of the data: the first three compounds, ahead of the listing:
Scp-1 inhibitor	LMPTP block	TbMetRS inhib	SUMO1-SIM PPI	SKN-1 block	NadD inh	DNMT1 block	Neddylation inh	STEP inh	NRP1-CendR mod	structure
-6	-1.1	0.6	-3	1	-3	-1	i	-5	-8	Cc1ccccc1-n1nnnc1SCC(=O)NCC1CCCO1 (centres undefined)
2	0.9	0.4	2	14	2	1	i	-3	-11	O=S1(=O)[C@H]2C[C@@H]3C=C[C@@]2(CN1Cc1ccc(Cl)cc1)O3
0	0.4	0.0	-2	25	5	1	i	-1	-2	C/C(N)=C(/C#N)C(=O)CSc1ccc2c(c1)OCCO2

# The whole of this part, repeating the preview:
Scp-1 inhibitor	LMPTP block	TbMetRS inhib	SUMO1-SIM PPI	SKN-1 block	NadD inh	DNMT1 block	Neddylation inh	STEP inh	NRP1-CendR mod	structure
-6	-1.1	0.6	-3	1	-3	-1	i	-5	-8	Cc1ccccc1-n1nnnc1SCC(=O)NCC1CCCO1 (centres undefined)
2	0.9	0.4	2	14	2	1	i	-3	-11	O=S1(=O)[C@H]2C[C@@H]3C=C[C@@]2(CN1Cc1ccc(Cl)cc1)O3
0	0.4	0.0	-2	25	5	1	i	-1	-2	C/C(N)=C(/C#N)C(=O)CSc1ccc2c(c1)OCCO2
2	-0.5	-0.1	-2	5	-5	3	i	0	-9	O=C(NCc1ccc2c(c1)OCO2)C1CCCN(S(=O)(=O)c2cccnc2)C1 (centres undefined)
-1	0.2	-0.1	-4	3	2	7	i	-3	-3	O=C(CSc1ccc(Br)cc1)N1CCN(C(=O)c2ccco2)CC1
-8	-1.5	-0.5	-4	-4	-11	1	i	-2	-4	CCN1C[C@@H]2[C@@H]3C(=O)N(C)C(=O)[C@@H]3[C@](C)(C1=O)N2C(=O)c1ccc(F)cc1
3	-0.4	-1.2	-7	-8	2	6	i	-1	16	Cc1ccc(C(=O)N/C(=C\c2cccs2)C(=O)N2CCCCCC2)cc1
-7	-1.8	0.0	-4	-7	7	2	i	3	-2	Fc1ccc(NC(=S)N2CCCCC2)cc1
0	-0.9	-0.6	0	1	-5	2	i	4	-6	Cc1ccc(NC(=O)COC(=O)Cc2ccsc2)c(C)c1
/	0.8	-1.0	1	10	-3	18	i	0	0	COC(=O)N(C)C[C@@H]1OCc2cn(nn2)CCCC(=O)N([C@H](C)CO)C[C@H]1C
10	-1.3	-0.2	-1	7	3	2	i	2	-3	NC(=O)c1ccc(=O)n(C2OC(CO)C(O)C2O)c1 (centres undefined)
-8	0.2	-0.1	3	22	-2	-3	i	-1	6	Cc1cc(C)n(S(=O)(=O)c2ccccc2)n1
4	0.4	-1.5	-4	-8	-7	9	i	3	-1	Cc1cccc(C)c1OCCCCCNCCO
-5	1.4	-0.5	-10	3	-4	-4	i	3	-6	COc1ccccc1C(CNC(=O)c1ccc(-c2ccccc2Cl)o1)N1CCCC1 (centres undefined)
0	0.5	-0.4	-5	-3	-6	-5	i	3	0	O=C(NC(=S)Nc1ccccc1F)c1ccc(Br)o1
-3	-0.4	-0.2	-14	-17	0	1	i	1	-1	CCCC(CC)Sc1nc2c([nH]1)c(=S)n(C)c(=O)n2C (centres undefined)
-10	-1.8	-0.6	-5	5	-8	-2	i	-2	-3	Cc1c(C(=O)OCC(=O)NCc2ccc3c(c2)OCO3)cccc1[N+](=O)[O-]
/	-1.2	-1.1	11	-4	3	1	i	-1	-1	C[C@@H]1CN([C@H](C)CO)C(=O)c2cc(Br)cnc2O[C@H]1CN(C)C(=O)Nc1ccc2c(c1)OCO2
-9	-0.7	-0.5	-6	-13	9	-2	i	1	-4	CC(C)CCNC(=O)CC1Nc2c3ccccc3nc(=S)n2C1=O (centres undefined)
-21	0.6	-2.2	-2	0	-23	-1	i	-4	6	COc1ccc(C2C(Oc3ccccc3C)C(=O)N2Cc2ccc(F)cc2)cc1OC (centres undefined)
-8	0.5	-0.1	3	2	5	-2	i	-1	1	COc1ccccc1NC(=O)c1ccc(NC(=O)c2nc3nccc(C)n3n2)cc1
-16	2.8	0.2	6	7	-7	1	i	10	2	CC(OC(=O)CCc1c[nH]c2ccccc12)C(=O)c1ccccc1 (centres undefined)
6	-2.0	-1.6	-10	1	3	3	i	0	10	O=C(CN1CCN(S(=O)(=O)c2ccc(Br)cc2)CC1)N/N=C/c1ccc(Br)s1
-10	-0.6	0.1	13	9	-6	3	i	0	-1	CCn1c(=N)n(CCO)c2ccccc21
0	-1.0	-0.9	2	0	-7	2	i	-1	-4	CCSCc1nnc(SCC(=O)Nc2cccc(C(C)=O)c2)n1C
-6	2.1	1.0	4	16	-11	39	i	-2	-1	CCOC(=O)c1cnc2c(ccc3ccccc32)c1NCCCN(C)C
-2	-0.7	-0.3	-29	12	7	-1	i	0	6	O=C(NCCN1C(=O)S/C(=C\c2ccccc2F)C1=O)C1CC(=O)N(Cc2ccccc2)C1 (centres undefined)
-1	-0.3	-0.2	1	9	2	-3	i	-5	-5	CCOc1ccc(NC(=O)CN(C)C(=O)c2ccc3nc(CC)c(CC)nc3c2)cc1OCC
0	-0.8	-1.1	1	-21	1	1	i	1	-6	CCCC(=O)N(c1ccc2oc(=O)sc2c1)S(=O)(=O)c1ccccc1
-16	2.2	-0.1	0	16	-1	0	i	-2	-1	CSc1cccc(NC(=O)c2cnccn2)c1
-2	-0.5	-0.9	-30	-10	1	-3	i	-2	5	O=C(CCCNS(=O)(=O)c1cccc2nsnc12)NC1CCCCC1
-4	-1.0	-0.2	2	6	-6	3	i	0	3	Cc1cccc(C(=O)NNC(=O)c2ccc(NS(=O)(=O)c3cccs3)cc2)c1C
-5	0.8	-0.6	-9	12	-11	-4	i	-1	0	COc1ccc(-n2c(SCC3OCCO3)nc3c(sc(=S)n3-c3ccccc3)c2=O)cc1OC
-6	0.0	-0.6	3	-3	-9	-1	i	-3	5	CCOC(=O)Cc1nn(Cc2ccccc2)c(=O)c2ccccc12
-7	-7.1	-0.5	-1	14	4	1	i	2	4	CC(C)(Oc1ccc(Cl)cc1)C(=O)NCC(c1cccs1)N1CCOCC1 (centres undefined)
-5	-0.1	-0.6	-23	6	8	6	i	-3	-3	COc1ccc(CCNC(=O)COC(=O)/C=C/c2ccc3c(c2)OCO3)cc1OC
-6	0.8	-0.6	-15	-6	-5	0	i	0	6	O=c1oc2ccccc2c(NCCO)c1[N+](=O)[O-]
-6	0.2	0.3	-1	-1	-1	12	i	-1	-4	Nc1nc2n(n1)C(=O)CC(c1ccccc1)N2 (centres undefined)
3	0.7	-0.5	5	3	7	-2	i	-2	-7	Cc1ccccc1-c1nc(CSc2nc3c(c(=O)[nH]2)CCC3)c(C)o1
2	0.0	-0.1	1	4	-6	-4	i	2	-5	COc1ccc(S(=O)(=O)N2CCCCC2)cc1NC(=O)CCCOc1ccccc1
5	-0.2	-0.4	-3	11	-7	3	i	-3	2	CCOC(=O)C1(NC(=O)C2(NC(=O)CN3C(=O)c4ccccc4C3=O)CCCC2)CCCC1
-1	-0.5	0.1	-4	3	-3	4	i	-3	-3	O=C(COc1ccccc1)NCC(=O)N/N=C/c1ccccc1
-4	-1.5	-0.6	6	3	-5	3	/	4	9	O=C(O)c1ccccc1Nc1ccnc(C(F)(F)F)c1
1	-0.3	-0.5	-3	1	3	2	i	-3	29*	CC(O)C(NC=C1C(=O)OC(C)(C)OC1=O)C(=O)O (centres undefined)
2	-0.2	0.2	1	6	-4	-2	i	-2	2	COCc1cc(C)nc(Nc2ccccc2C)c1C#N
18	5.6	-0.1	-18	7	21	30	i	7	20*	CCCCCCCCCCOC(=O)Cn1c(COc2ccc(Cl)cc2)[n+](C)c2ccccc21
-3	-0.8	0.1	-1	13	10	-2	i	1	4	CSc1ccc(C=O)cc1
/	3.2	-0.4	-4	12	-8	-4	i	2	15	CC1(C(=O)Nc2ccc(F)cc2F)CCN1C(=O)Cc1ccc(Cl)cc1Cl (centres undefined)
-9	0.4	-0.8	-1	0	-10	0	i	1	0	Cn1c(N)c(C(=O)COC(=O)CSc2ccc3ccccc3c2)c(=O)n(C)c1=O
-9	-1.9	1.1	-1	16	1	1	i	1	-1	Cc1cc(C)c2ccc(NN)nc2c1O
-2	23	-0.2	-24	5	-4	5	i	3	2	O=C1c2cccc3cccc(c23)C(=O)N1CC1CCN(CC(O)COCc2ccc3c(c2)OCO3)CC1 (centres undefined)
-3	0.1	-0.3	0	20	-1	2	i	0	-7	O=C(COC(=O)c1ccc(Cl)nc1)NNC(=O)c1ccc(Cl)cc1
-12	-1.3	-0.3	0	5	-5	1	i	-1	4	CC(O)CN(Cc1ccc(Cl)cc1)CC(C)O (centres undefined)
/	1.5	-0.3	-25	32	-9	66*	i	0	16	O=C1c2sccc2-c2cccc3cccc1c23
1	-0.1	-0.5	-5	-13	-2	0	i	1	1	CCc1nc(SCC(=O)Nc2cccc3ccccc23)[nH]c(=O)c1C
-4	0.7	-0.2	1	-2	-3	2	i	2	13	CN(Cc1cccc(Cl)c1Cl)C(=O)c1cc(S(=O)(=O)N2CCOCC2)ccc1F
2	0.3	-1.0	-3	9	-3	4	i	-1	18	Cc1cc2c(C)cc(=O)[nH]c2cc1NC(=O)CCl
-9	2.5	0.1	-2	8	3	-3	/	0	6	CCc1cc(C(=O)OC)c(NC(=O)c2cc(Br)cs2)s1
-7	-0.4	0.0	-3	4	-1	-2	i	0	1	CC(C)[C@H](NC(=O)c1ccccc1)C(=O)N1CCc2ccccc21
-10	-4.1	0.0	2	16	-10	-5	i	0	-6	Cc1nc(-c2cccs2)ccc1C(=O)O
